Compound activity deposited in PubChem by several laboratories.
bCat nuc transl: modulators of beta-catenin nuclear translocation; HeLa beta-catenin nuclear translocation, immunofluorescence imaging; nuclear translocation activity, % at 5 µM; hit rate 0.3% among 190,000; AID 1665;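 active = nuclear translocation activity above 50% at 5 µM, with a well cell count of 50 or more; inconclusive = wells under 50 cells across six images, flagged as toxic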;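 also: per-cell ratio of nuclear to cytoplasmic median beta-catenin stain intensity; plate controls were DMSO negative control for no effect and GSK-3 inhibitor IX positive control for full effect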
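Test system: human HeLa cells, native beta-catenin. Compound dosing: 5 µM primary single dose, 0.1% DMSO, 0.02–20 µM confirmation series. Incubation: compound exposure 24 h at 37°C. Detection: beta-catenin immunostaining with DAPI counterstain, 20x imaging, 6 fields/well. Read-out basis: Nuclear/cytoplasmic beta-catenin signal ratio, % activation.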
T cell modulator: T cell immune modulation candidate; 2C CD8+ T cell-vesicle binding, flow cytometry; stronger effect = lower value; calls only at 7 µM; hit rate 0.068% among 330,000;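 active = response, share of CD8 T cells binding vesicles, and their 90th percentile fluorescence all below set limits, cut at about 80% in these data, passing the limit was not always enough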
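material = purified 2C TCR transgenic mouse naive CD8+ T cells | controls = Unloaded micro-vesicles (low), QL9 vesicles with 0.7% DMSO (high) | detection = cytometric PE anti-B7-1 and Alexa647 anti-CD8 signals after 1% paraformaldehyde fixation | incubation = binding step 1.5 h, 37 °C, antibody labelling 20 min, ice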
West Nile antiviral: West Nile virus antiviral activity, cell-based, CPE readout (AID 1621); hit rate 0.02% among 290,000; CPE inhibition, % at 10 µM, or IC50 in µM where a hit was titrated; West Nile virus-infected cells, CPE inhibition; higher % means a stronger effect; in the data active = a potency from the dose series; inconclusive = CPE inhibition mostly from about 3.7% at the one dose, without a potency; inactive = the rest, 99 in 100 with CPE inhibition below about 2.2%; also: strong numbers were not always called active
MgcRacGAP inhibition: MgcRacGAP GTPase-activating activity inhibitors, confirmation, biochemical, ADP Hunter fluorescence; MgcRacGAP-stimulated Rac1 GTP hydrolysis, ADP Hunter fluorescence; higher % means a stronger effect; GST-tagged Rac1 F28L mutant substrate; one-dose inhibition, % at 30 µM; IC50 in µM for titrated hits; hit rate 0.6% among 340,000; AID 624330;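 active = first-screen hits whose inhibition reached a set limit at any dose in the follow-up dose series; inconclusive = inhibition above the set first-screen limit but never retested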;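 also: fluorescence reports GDP produced by GAP-driven GTP hydrolysis; strong numbers were not always called active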
Myeloid diff 2: compounds promoting myeloid differentiation; ER-HoxA9 myeloid progenitors, lysozyme-GFP differentiation, flow cytometry; hit rate 1% among 360,000; calls only at 10 µM;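 active = normalized GFP-positive differentiation at or above the plate's own cutoff, the solvent-only control mean plus 3 SD; inconclusive = no clear call, values can overlap the other calls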;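 also: cells exposed to compound for four days before flow analysis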
PhoP inhibition: inhibitors of PhoP regulon expression, primary screen, Salmonella Typhimurium, GFP reporter (AID 1863) | hit rate 0.16% among 300,000 | S. Typhimurium PhoP-regulated promoter GFP reporter, 4 h; higher % means a stronger effect | inhibition, % at 50 µM, or IC50 in µM where a hit was titrated;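 active = inhibition over 29.93%, a cutoff 3 SD above the screen mean, later confirmed by dose response; inconclusive = inhibition over 29.93% but no dose response follow-up; inactive = inhibition at most 29.93% or unconfirmed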;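 also: 0% = low Mg2+ inducing control and 100% = high Mg2+ repressing control; strong numbers were not always called active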
RSV antiviral HEp-2: RSV antiviral activity via CPE protection, HEp-2 cells, primary 10 µM value included (AID 2391). HEp-2 cells, RSV-induced CPE inhibition; higher % means a stronger effect. CPE inhibition, % at 10 µM; hits with a dose series show IC50 in µM. hit rate 0.13% among 310,000; in the data active = a potency from the dose series; inconclusive = CPE inhibition mostly from about 23% at the one dose, without a potency; inactive = the rest, 99 in 100 with CPE inhibition below about 21%; also: strong numbers were not always called active
Large T inhibition: SV40 large T antigen inhibitors, biochemical (AID 1903) | SV40 large T antigen ATPase/helicase inhibition assay; higher % means a stronger effect | inhibition, % at 20 µM; hits with a dose series show IC50 in µM | hit rate 0.39% among 310,000; in the data active = a potency from the dose series; inconclusive = inhibition mostly from about 32% at the one dose, without a potency; inactive = the rest, 99 in 100 with inhibition below about 32%; also: strong numbers were not always called active
WT yeast gro inh: growth inhibition of WT yeast, mitochondrial fusion screen; hit rate 2.1% among 190,000; inhibition, % at 10 µM; mitochondrial fusion phenotypic screen, WT strain; in the data active = inhibition above about 58%; tested in S. cerevisiae
WT yeast gro inh mutant strain: recorded beside WT yeast gro inh, whose call it bears; inhibition, %; mitochondrial fusion phenotypic screen, mutant strain inhibition
bCat nuc transl cell count 5 µM: also measured in bCat nuc transl; calls as there; cell count; measured here: cell count, cytotoxicity flag
T cell modulator vesicle-bound %: recorded beside T cell modulator, whose call it bears; double positive events, %; measured here: CD8+ vesicle-bound cell fraction;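 binding gate set so that unloaded-vesicle control wells show 10% double positive cells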
Myeloid diff 2 GFP+ MAC1+ %: also measured in Myeloid diff 2; calls as there; GFP+ MAC1+ double positive, %; measured here: differentiation confirmed by MAC1 staining
Numbers without * were called inactive; i = inactive; ? = inconclusive; . = not tested or not shown; + = active, no number.

SMILES	bCat nuc transl	bCat nuc transl cell count 5 µM	T cell modulator	T cell modulator vesicle-bound %	West Nile antiviral	MgcRacGAP inhibition	Myeloid diff 2	Myeloid diff 2 GFP+ MAC1+ %	PhoP inhibition	RSV antiviral HEp-2	Large T inhibition	WT yeast gro inh	WT yeast gro inh mutant strain
CC1SC(=S)N(c2ccc(N(C)C)cc2)C1=O (centres undefined)	.	.	i	20	0.1%	-10%	i	1.6	-2%	2.9%	21%	.	.
[O-][n+]1c2ccccc2c2n1CCCN=C2c1ccc(Cl)cc1	.	.	i	27	.	16%	i	0.3	.	-1.0%	6%	.	.
Cc1ccsc1C1NC(=O)c2c(sc3c2CCN(C)C3)N1 (centres undefined)	-6.5	1172	i	6	0.4%	-6%	i	3.4	-38%	0.3%	17%	11	1
CCOc1ccc(-c2[nH]ncc2Oc2ccccc2OCC)c(O)c1	-2.7	930	i	22	0.4%	7%	i	1.1	1%	-1.3%	2%	65*	-6.5*
Cc1c(NC(=S)NC(=O)c2ccccc2)c(=O)n(-c2ccccc2)n1C	.	.	i	20	.	7%	i	0.6	.	3.1%	4%	.	.
CC1(C)CC2CC(C)(CN2C(=O)c2ccccc2)C1 (centres undefined)	-2.1	993	i	40	-0.6%	-3%	i	0.4	2%	0.4%	-12%	-16	4
CCCn1nnnc1SCC(=O)NCc1ccc(OC)cc1	.	.	i	9	-0.2%	7%	i	1.0	3%	1.3%	-1%	-8	-5
CCOC(=O)C(=O)Nc1ccc(S(=O)(=O)N2CCOCC2)cc1OC	.	.	i	22	0.3%	2%	i	1.2	-11%	1.9%	10%	3	7
Cc1ccccc1C(=O)N(CC(=O)Nc1sc(C)c(C)c1C(N)=O)C1CCCC1	.	.	i	28	-0.1%	-21%	?	.	-3%	1.3%	12%	.	.
Cc1cc(C)n2nc(C(=O)N/N=C/C=C/c3ccccc3)nc2n1	1.2	1335	i	37	-0.2%	.	i	1.1	-7%	0.2%	12%	.	.
CCOC(=O)C(NC(C)=O)C(OC(C)=O)c1cccc(N(CCO)CCO)c1 (centres undefined)	.	.	i	17	-0.1%	2%	i	0.8	-4%	1.3%	5%	-7	1
O=C(COC(=O)C12CC3CC(CC(C3)C1)C2)NCc1ccco1	.	.	i	29	0.1%	11%	i	0.9	-1%	-0.2%	30%	-2	-16
COCCn1c(-c2ccccc2)nc2oc3ccccc3c(=O)c2c1=O	-4.0	896	i	37	-0.6%	4%	i	0.6	-15%	1.5%	4%	9	7
Cc1cc(C)c(S(=O)(=O)N2CCCC(C(=O)N3CCCC3)C2)c(C)c1 (centres undefined)	.	.	i	14	-0.7%	5%	i	1.1	-4%	2.3%	24%	.	.
CCCCC(O)(c1ccc(CC)cc1)C(CN1CCOCC1)c1ccccc1 (centres undefined)	.	.	i	9	-1.5%	8%	i	0.4	4%	7.3%	5%	.	.
CC(=O)NC1C(=O)N(Cc2ccccc2)c2ccc(Br)cc21 (centres undefined)	0.3	1321	i	44	-0.6%	7%	i	0.4	-3%	-1.3%	18%	.	.
O=C(NC1CC1)C1CCN(c2ncccn2)CC1	.	.	i	52	0.0%	9%	i	2.7	-6%	0.2%	7%	.	.
O=C(NCCC(c1ccccc1)c1ccccc1)c1cnc2sccn2c1=O	-6.1	1104	i	49	-0.8%	6%	i	0.5	-3%	4.3%	-2%	11	-10
Cn1c(C(=O)N[C@@H](C(=O)O)c2ccccc2)cc2cc(F)ccc21	.	.	i	53	-0.4%	6%	i	0.0	2%	0.6%	9%	.	.
Cc1cc(C)c2nc(C)cc(Nc3ccc(C(=O)N4CCOCC4)cc3)c2c1	-0.8	1295	i	37	0.7%	16%	i	0.2	1%	-2.8%	21%	.	.
Oc1ccccc1C=Nc1cccc2ccccc12	.	.	i	16	2.2%	13%	i	0.6	-4%	2.9%	15%	.	.
COc1ccccc1-c1c(NC(=O)C(C)C)n(C)c2ccccc2c1=O	-1.6	1346	i	33	0.2%	-4%	i	0.3	-32%	-0.8%	7%	.	.
CCOC(=O)c1cnn(CCOC(=O)C2CC2)c1NC(=O)C1CC1	-2.4	1388	i	20	-0.3%	10%	i	1.6	6%	0.9%	3%	-32	-9
CCc1ccc(CN(C)C(=O)CCc2nnc(CCc3ccccc3OC)o2)nc1	-1.3	1016	i	45	-1.1%	-1%	i	1.8	.	-0.9%	.	-9	2
COc1cc(-c2ccccc2)[nH]c(=S)n1	.	.	i	20	.	10%	i	1.0	.	-0.7%	.	.	.
COc1cccc(-c2nn(C)c3sc(C(=O)NCc4ccccn4)cc23)c1	-0.9	1068	i	56	1.4%	15%	i	1.2	12%	3.1%	14%	5	3
COc1cc2ccccc2cc1C(=O)O	-3.3	1089	i	61	0.0%	4%	i	0.6	-20%	1.0%	13%	-13	-50
O=C(NCCc1ccccc1)c1ncn[nH]1	-0.3	1097	i	38	0.4%	-1%	i	1.5	-5%	1.4%	11%	0	-1
Cc1cc(C)nc(SCCS(=O)(=O)Cc2ccccc2)n1	-0.4	1021	i	8	-0.8%	2%	i	4.4	-2%	-1.0%	4%	2	2
Cc1c(N=C2SCC(=O)N2c2c(C)n(C)n(-c3ccccc3)c2=O)c(=O)n(-c2ccccc2)n1C	.	.	i	12	-0.2%	-3%	i	5.8	0%	1.9%	1%	19	26
Cc1onc(-c2c(Cl)cccc2Cl)c1C(=O)n1nnc2ccccc21	.	.	i	11	-0.3%	.	.	.	-11%	0.1%	1%	12	14
CC(NC(=O)c1cccc(C(F)(F)F)c1)C1CCCO1 (centres undefined)	0.5	952	i	5	-0.2%	6%	i	1.0	6%	0.7%	6%	13	24
Cc1cc(NS(=O)(=O)c2ccc(NC(=O)CCN3C(=O)c4ccccc4C3=O)cc2)no1	0.6	1030	i	38	0.3%	10%	i	5.1	-14%	-0.1%	11%	7	25
CCN(CC)C(=O)CSc1nc(-c2cccs2)cc(-c2cccs2)c1C#N	9.6	390	i	10	1.9%	8%	i	0.6	-2%	18%	15%	-17	-6
CC(=O)Oc1ccc(N(C(C)=O)S(=O)(=O)c2ccc(C)cc2)c2ccccc12	.	.	i	29	.	9%	+	0.3*	.	.	10%	.	.
CCn1c(=O)c2ccccc2n(Cc2ccc([N+](=O)[O-])cc2)c1=O	.	.	i	8	-0.7%	1%	i	0.4	-4%	1.7%	21%	.	.
COc1cccc2c(Cl)c(CC=C(Cl)Cl)c(C)nc12	-1.8	1084	i	31	-0.2%	4%	i	0.4	.	17%	.	77	81
Cc1nc2c(C#N)cnn2c2c1CCN2CC1CCCO1 (centres undefined)	-1.1	1017	i	30	0.0%	8%	i	0.4	2%	5.1%	2%	1	5
CCN(CC(=O)Nc1c(F)cccc1F)C(=O)c1ccc(N2C(=O)c3ccccc3C2=O)cc1	.	.	i	36	.	3%	i	0.8	-8%	0.1%	21%	.	.
CCOC(=O)[C@@H]1[C@H]2COc3ccccc3[C@@H]2N2C(=O)N(c3ccc(C)cc3)C(=O)[C@]12C	.	.	i	16	-0.6%	-6%	i	1.4	.	-2.7%	11%	.	.
Cc1c(Cc2ccc3c(c2)OCO3)sc(NC(=O)c2ccc3ccccc3c2)c1C(N)=O	-3.0	589	i	28	-0.1%	.	i	3.6	5%	3.4%	12%	9	22
COc1ccc(N(CC(=O)Nc2ccc3c(c2)OCCO3)S(=O)(=O)c2cccnc2)cc1	2.1	1047	i	53	0.0%	-12%	i	2.9	-5%	-0.3%	0%	11	4
O=C(Oc1ccccc1C(=S)N1CCOCC1)c1ccc([N+](=O)[O-])cc1[N+](=O)[O-]	.	.	i	13	-0.1%	9%	i	0.3	11%	1.2%	12%	.	.
COc1cccc(NC(=O)Cn2c3ccc(F)cc3c3nc4n(c(=O)c32)CCS4)c1	.	.	i	39	?	10%	i	0.5	4%	3.7%	7%	.	.
CCCNC(=O)c1csc(Nc2cccc3ccccc23)n1	.	.	i	19	-1.0%	9%	.	.	-2%	10%	12%	.	.
Cc1nc(NC(=O)c2ccccc2)sc1Cc1ccc2c(c1)OCO2	.	.	i	61	-1.2%	13%	i	0.6	8%	3.5%	10%	41	15
O=C(COC(=O)/C=C/c1ccccc1)Nc1cccc(Oc2ccccc2)c1	0.8	913	i	48	0.2%	5%	i	0.5	2%	1.9%	-13%	3	-2
COCc1n[nH]c(=S)n1-c1cccc2ccccc12	-2.5	967	i	34	0.5%	2%	i	0.6	5%	0.8%	0%	-21	-4
COC(=O)N/N=C/c1cc(Cl)cc(Cl)c1OCc1ccc(F)cc1	7.0	437	i	52	-0.3%	7%	i	0.0	12%	0.6%	4%	2	-2
CCOc1ccc(C(=O)/C=C/Nc2ccc(S(=O)(=O)Nc3onc(C)c3C)cc2)cc1	-1.0	845	i	26	1.9%	3%	i	1.1	-7%	4.6%	-2%	-11	-22
Further entries follow.
SMILES	bCat nuc transl	bCat nuc transl cell count 5 µM	T cell modulator	T cell modulator vesicle-bound %	West Nile antiviral	MgcRacGAP inhibition	Myeloid diff 2	Myeloid diff 2 GFP+ MAC1+ %	PhoP inhibition	RSV antiviral HEp-2	Large T inhibition	WT yeast gro inh	WT yeast gro inh mutant strain
Cc1cc(C(=O)OCC(=O)NCc2ccc(Cl)cc2Cl)c(C)o1	.	.	i	39	.	2%	i	1.4	.	1.1%	.	.	.
CCc1cc2c(=O)c(-c3nc(C)cs3)c(CCCC(=O)O)oc2cc1O	-0.9	1034	i	45	0.2%	5%	i	0.1	2%	2.0%	16%	-3	1
Cc1cc(C)nc(NC(=O)CCC2CCCC2)c1	.	.	i	53	-0.1%	4%	i	1.2	5%	0.6%	5%	6	-3
CCOc1ccccc1Oc1c(C)oc2cc(OC(=O)N3CCOCC3)ccc2c1=O	-1.7	1165	i	26	-0.1%	8%	i	1.4	-4%	1.9%	2%	7	-6
O=C(Nc1nnc(Cc2ccc([N+](=O)[O-])cc2)s1)Nc1ccccc1F	1.0	926	i	57	-0.8%	10%	i	0.5	4%	3.2%	10%	4	-2
